High-throughput results from PubChem.
Dynein transport = inhibitors of GR-EGFP nuclear translocation, primary screen, dynein cargo transport inhibitor project, imaging, high-content, 3617.4 mouse cells | test concentration mostly 20 µM; stimulated with dexamethasone, 1 µM; active compounds read low | z-score, hits read low | 220,000 compounds, 0.47% hits;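 active = plate z-score of nuclear minus cytoplasmic receptor signal below a set negative limit, without overly bright fluorescence or cell loss, cut at about -3.5 in these data, passing the limit was not always enough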;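 note: z-score of nuclear minus cytoplasmic ring GR-EGFP intensity difference per well; some compounds called inactive have numbers as strong as hits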
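Also added: dexamethasone, 1.0 µM final. Medium: tet-free, stripped-serum medium. Detection: fixed, Hoechst-stained cells imaged at 10x for EGFP. Read-out: nuclear-to-cytoplasmic GR-EGFP distribution per well. Times: induction 48 h, compound 1 h, agonist 30 min.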
Autophagy HCS = autophagy modulators in MEF cells, primary screen, imaging, high-content, MEF GFP-LC3 | AID 463193, 2010 | 190,000 compounds, 0.98% hits | calls only at 10 µM (by protocol) | MEF GFP-LC3 puncta imaging; test concentration mostly 10 µM;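 active = percentage of spot-positive cells more than 3 SD above its plate mean, without a fluorescence outlier flag or 80% toxicity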;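 note: spot-positive cell cutoff set from DMSO-treated cells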
WT yeast gro inh = growth inhibition of WT strain, primary screen, mitochondrial fusion inhibitor project, WT and mutant strains, chemical genetic | mitochondrial fusion phenotypic screen | inhibition, % at 10 µM | 190,000 compounds, 2.1% hits | AID 1362, 2008; in the data active = inhibition above about 58%; tested in S. cerevisiae
Ins promoter up = insulin promoter activators in MIN6 cells, imaging, high-content screening, mouse beta cells; AID 1625, 2009; 190,000 compounds, 0.3% hits; MIN6 insulin promoter-GFP reporter; active compounds read high; z-score at 5 µM;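 active = z-score above 3 at 5 µM with at least 500 cells counted in the well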
Yfh1-depleted yeast = enhancers of respiration in Yfh1-depleted yeast, dose response, Friedreich's ataxia, plus single-dose screen (AID 1465); S. cerevisiae Yfh1-off respiration, WST-1 reduction, 72 h; higher fold induction means a stronger effect; fold induction at 50 µM; hits with a dose series show EC50 in µM; 220,000 compounds, 0.074% hits;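 active = fold induction of absorbance versus untreated yeast above a set limit, then at least 30% activation at any dose in follow-up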;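 note: activators that raise dye reduction in frataxin-depleted yeast; strong numbers were not always called active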
bCat nuc transl = modulators of beta-catenin nuclear translocation, primary screen, imaging, HeLa cells, immunofluorescence, high-content; nuclear translocation activity, % at 5 µM; 190,000 compounds, 0.3% hits;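 active = nuclear translocation activity above 50% at 5 µM, with a well cell count of 50 or more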;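 note: per-cell ratio of nuclear to cytoplasmic median beta-catenin stain intensity; plate controls were DMSO negative control for no effect and GSK-3 inhibitor IX positive control for full effect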
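Assay system: human HeLa cells, native beta-catenin; doses: 5 µM primary, 0.02–20 µM confirmation; incubation: compound treatment 24 h, 37°C, 5% CO2; technique: fluorescence imaging of beta-catenin antibody stain plus DAPI; measure: % activation, nuclear-to-cytoplasmic median beta-catenin signal ratio per cell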
HEK293 NOD2/NF-kB = NOD2 signaling inhibitors, cell-based, luminescence, uHTS, HEK293 (AID 1566). 290,000 compounds, 0.63% hits. one-dose inhibition, % at 4 µM; EC50 in µM for titrated hits. HEK293 NOD2/NF-kB luciferase reporter, luminescence; higher % means a stronger effect; in the data active = inhibition above about 50%; note: many of its hits are not listed in these tables
Lipid droplet = inhibitors of hepatocyte lipid droplet formation, primary screen, imaging, high-throughput imaging, BODIPY stain. AML12 mouse hepatocytes, oleate lipid droplets. inhibition, % at 6.5 µM. 240,000 compounds, 0.4% hits;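 active = lipid droplet intensity inhibited by at least 50%, with more than 500 cells counted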
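Assay system: AML12 hepatocytes (mouse) / Also added: 100 µM oleic acid challenge / Times: overnight treatment with compound plus oleate / Detection: high-content imaging of BODIPY-stained droplets and DAPI nuclei / Evaluation: % inhibition of lipid droplet signal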
MT stabilize HCS = microtubule stabilizers in HeLa cells, primary screen, imaging, high-content imaging; HeLa tubulin immunostaining HCS, 24 h; share of cells brighter than vehicle mean+2SD; % tubulin-high responders, % at 10 µM; 200,000 compounds, 0.83% hits;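 active = plate Z-score above 3 for both tubulin-high and condensed-nucleus cell shares, with cell loss under 80%, at 10 µM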;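 note: anti alpha tubulin signal scored within the nucleus-defined area of each cell; some results filed as inactive read as strong as hits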
WT yeast gro inh mutant strain = recorded beside WT yeast gro inh, whose call it bears; inhibition, %; mitochondrial fusion phenotypic screen, mutant strain inhibition
Dynein transport cytoplasmic EGFP = recorded beside Dynein transport, whose call it bears; z-score; measured here: cytoplasmic GR-EGFP intensity; active compounds read high
Dynein transport nuclear GR-EGFP = recorded beside Dynein transport, whose call it bears; z-score; measured here: nuclear GR-EGFP intensity;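 lower value marks the stronger effect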
Dynein transport cell count = second read-out of Dynein transport, no call of its own (marks repeat the call); z-score; measured here: cell count per field
Ins promoter up cell count = also measured in Ins promoter up; calls as there; cell count; measured here: cytotoxicity, nuclei count;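 total cells summed across four imaged fields per well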
Lipid droplet cells 6.5 µM = second read-out of Lipid droplet, no call of its own (marks repeat the call); cell count; measured here: cell count, cytotoxicity flag;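 cells counted across two imaged fields per well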
bCat nuc transl cell count 5 µM = recorded beside bCat nuc transl, whose call it bears; cell count; measured here: cell count, cytotoxicity flag
MT stabilize HCS Hoechst-high % = second read-out of MT stabilize HCS, no call of its own (marks repeat the call); % Hoechst-high responders; measured here: nuclear condensation Hoechst responders;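 share of cells brighter than vehicle mean plus two SD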
MT stabilize HCS cytotoxicity % = second read-out of MT stabilize HCS, no call of its own (marks repeat the call); toxicity, %; measured here: cytotoxicity by cell density;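 0% = mean cell density of plate MIN control wells and 100% = no cells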
Autophagy HCS cell loss 18 h = second read-out of Autophagy HCS, no call of its own (marks repeat the call); toxicity, %; measured here: cell loss, nuclei count;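 cell loss after 18 h compound exposure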
Starred values were filed as active, the others as inactive; i = inactive; nt = no result given; + = active, no number. The list is partial. The share of hits here may be higher or lower than overall.

Each structure is followed by: Lipid droplet, Autophagy HCS, WT yeast gro inh, Ins promoter up, Dynein transport nuclear GR-EGFP, Dynein transport, Autophagy HCS cell loss 18 h, Lipid droplet cells 6.5 µM, MT stabilize HCS cytotoxicity %, Dynein transport cytoplasmic EGFP, bCat nuc transl cell count 5 µM, WT yeast gro inh mutant strain, Dynein transport cell count, Yfh1-depleted yeast, bCat nuc transl, Ins promoter up cell count, HEK293 NOD2/NF-kB, MT stabilize HCS Hoechst-high %, MT stabilize HCS
- CN(C)C(=O)CSc1nc2ccccc2n1CC(=O)N1CCN(c2ccccc2)CC1
  nt, i, -13.0, -0.46, -0.648, 0.577, -0.7, nt, 2.6, -0.249, 1355, 4.2, 0.264, i, -3.2, 1384, 13.9%, 1.6, 3.5
- C=CCNC(=S)Nc1ccc(Cl)cc1F
  6.4, i, 14.7, -0.33, 0.0655, 1.48, 5.2, 698, 0.2, -0.358, 1066, 2.9, -0.593, i, 1.1, 1251, 3.8%, 2.2, 2.0
- CN(C)CCCN(C(=O)c1ccc2c(c1)CCCC2)c1nc2ccc(F)cc2s1
  12.7, i, 86.7*, -0.57, 0.29, -0.193, 4.7, 644, 8.2, -0.224, 1294, 85.3*, -0.37, i, -3.6, 1341, -9.5%, 2.1, 4.0
- Cc1c(C(=O)N2CCCCC2)sc(NC(=O)C(C)C)c1C#N
  nt, i, nt, 0.16, -0.103, -0.215, -23.0, nt, 8.8, -0.172, 989, nt, 0.231, i, -4.2, 1203, -0.9%, 2.2, 2.8
- C/C(CC(=O)Nc1ccc2c(c1)OCO2)=N\NC(=O)C(c1ccccc1)c1ccccc1
  -2.7, i, 7.5, 0.08, -0.26, 0.149, 0.7, 639, 4.5, -0.268, 580, 2.3, 0.467, i, -3.5, 1324, 0.4%, 1.7, 2.7
- O=C(N/N=C/c1ccc(N2CCOCC2)cc1)c1ccccc1OCCOc1ccccc1
  -16.3, i, 4.7, -1.5, -0.198, -0.436, 6.2, 658, 12.0, 0.679, 1106, -1.2, 0.743, i, 1.4, 1174, 5.4%, 0.6, 5.7
- O=C(CSc1nc2ccsc2c(=O)n1Cc1ccc(C(=O)O)cc1)NCC1CCCO1 (stereo not drawn)
  13.5, i, -10.8, 0.75, 0.551, -0.549, -5.0, 755, 6.1, -0.216, 581, -13.1, 0.467, i, -2.9, 1138, -9.1%, 3.0, 2.7
- Nc1ccc(NC(=O)NC2CCCCC2)cc1[N+](=O)[O-]
  -30.3, i, -4.4, 0.21, -0.449, -1.26, 4.0, 653, 7.7, 0.475, 960, -13.8, 1.12, i, -1.6, 1441, -25.5%, 1.6, 2.1
- Cc1c(-c2cccc(Cl)c2)nc2ccccc2c1C(=O)OC/C(O)=C(\C#N)c1nc2ccccc2[nH]1
  11.1, i, -17.9, 0.04, -0.212, -0.911, 1.7, 641, 7.2, -0.0778, 963, 5.7, 0.871, i, -1.8, 1443, -2.7%, 2.4, 5.7
- O=C(CSc1nnc(NC(=O)c2ccc(S(=O)(=O)N3CCOCC3)cc2)s1)Nc1ccccc1C(F)(F)F
  23.7, i, -1.6, -0.08, 0.404, 1.5, -16.8, 712, 7.9, -0.194, 518, -0.7, -1.4, i, 1.5, 1374, -0.8%, 4.1, 2.6
- NS(=O)(=O)c1ccc(CCNS(=O)(=O)c2ccccc2)cc1
  -11.4, i, -4.0, 0.98, 0.439, -0.178, -9.7, 683, 8.1, -0.286, 1109, -5.6, -0.771, i, -2.0, 1655, -1.5%, 2.8, 2.3
- O=C(Oc1ccc(C(=S)N2CCOCC2)cc1Br)c1ccccc1F
  3.7, i, -4.0, -0.3, 0.404, 1.46, 2.1, 667, 7.4, -0.182, nt, -8.9, -1.26, i, nt, 1305, -3.9%, 2.9, 3.8
- Cc1ccc(/C=N/NC(=O)c2ccc(Br)o2)s1
  19.9, i, 5.8, -1.23, -0.513, -0.545, 2.8, 690, 4.5, -0.256, nt, 4.6, 0.636, i, nt, 1333, -62.3%, 4.8, 3.1
- Cn1c(=O)c(=O)n(C)c2cc(S(=O)(=O)N3CCC(Cc4ccccc4)CC3)ccc21
  nt, i, 5.5, -0.26, -0.249, -0.724, -2.9, nt, 7.7, 0.122, 1302, -6.0, 0.00893, i, 0.3, 1642, 19.2%, 1.9, 4.4
- CN(C)C(CNC(=O)c1ccc(S(=O)(=O)N(C)C)cc1)Cc1ccccc1 (stereo not drawn)
  37.0, +, -4.1, 0.38, 0.0738, -0.546, 11.9*, 685, 6.7, -0.213, 938, 2.3, 1.43, i, -1.2, 1176, -0.2%, 1.2, 5.7
- O=C(Nc1nc2ccccc2n1Cc1ccccc1)c1ccco1
  -11.8, i, 14.2, 0.37, 0.132, -0.0242, 2.1, 786, 18.7, -0.277, 1017, -15.8, -0.587, i, -0.6, 1299, -5.9%, 0.3, 1.7
- OCc1cn(-c2ccccc2)nc1-c1ccco1
  5.9, i, -3.6, nt, -0.613, -0.958, -5.4, 785, 13.0, -0.0409, nt, 11.3, -0.116, i, nt, nt, -6.9%, 1.3, 1.1
- O=C(COc1ccc(S(=O)(=O)N2CCCC2)cc1)NCCC1=CCCCC1
  9.6, i, -0.3, nt, -0.763, -1.23, 1.3, 722, 7.4, -0.167, nt, -46.1, -0.0701, i, nt, nt, 8.5%, 1.7, 3.1
- Cc1[nH]c2ccccc2c1NC(=O)CN1CCN(C(=O)c2ccco2)CC1
  -47.6, nt, nt, 1.01, 0.364, 0.979, nt, 743, nt, -0.235, 834, nt, -0.508, i, 4.3, 1342, -10.4%, nt, nt
- CN(C)C(=S)c1ccc(N(C)C)cc1
  6.2, i, 11.5, 1.09, 0.746, 0.519, 16.2, 716, 4.4, -0.32, 870, 25.1, -0.277, i, -1.1, 1534, 7.9%, 1.4, 3.4

Additional results follow.
Each structure is followed by: Lipid droplet, Autophagy HCS, WT yeast gro inh, Ins promoter up, Dynein transport nuclear GR-EGFP, Dynein transport, Autophagy HCS cell loss 18 h, Lipid droplet cells 6.5 µM, MT stabilize HCS cytotoxicity %, Dynein transport cytoplasmic EGFP, bCat nuc transl cell count 5 µM, WT yeast gro inh mutant strain, Dynein transport cell count, Yfh1-depleted yeast, bCat nuc transl, Ins promoter up cell count, HEK293 NOD2/NF-kB, MT stabilize HCS Hoechst-high %, MT stabilize HCS
- O=C1C2C3C=CC(C3=C3CCCCC3)C2C(=O)N1c1ccccc1 (stereo not drawn)
  -4.1, i, 9.3, -0.7, 0.739, 1.15, -8.8, 704, 4.8, -0.119, nt, 2.6, -0.497, i, nt, 1317, -16.3%, 3.5, 4.3
- COc1ccc(C=NCC2COc3ccccc3O2)cc1OC (stereo not drawn)
  3.8, i, 13.8, 0.05, -0.324, -0.949, 7.8, 823, 9.1, -0.214, nt, 11.4, 0.94, i, nt, 921, 4.7%, 1.4, 1.6
- Cc1cc(C)n(-c2ccc(C(=O)OCC(=O)Nc3ccc(S(=O)(=O)N4CCOCC4)cc3)cc2)n1
  nt, i, 6.8, -0.12, 1.08, 1.81, 12.9, nt, 15.0, -0.149, 983, 11.7, -0.945, i, -1.9, 1228, -0.3%, 1.9, 1.6
- O=C(c1cc2ccccc2oc1=O)N(Cc1ccc(F)cc1)C1CCS(=O)(=O)C1 (stereo not drawn)
  -10.6, nt, nt, -0.74, -0.488, -0.861, nt, 726, nt, -0.216, 1406, nt, 0.865, i, 0.1, 1092, -87.7%, nt, nt
- CC(=O)Nc1ccc(S(=O)(=O)NC(CC(=O)O)c2ccc(OC(C)C)cc2)cc1 (stereo not drawn)
  nt, i, -4.9, 0.06, 0.491, 0.6, 25.0, nt, 14.5, -0.158, 974, -1.4, -0.663, i, -2.2, 1410, 19.8%, 2.6, 2.7
- Oc1ccc(-c2n[nH]c(=S)n2Cc2ccccc2)cc1
  -3.4, i, -3.6, 0.45, 0.156, -0.774, 0.0, 688, 5.1, -0.182, 1064, 0.3, 0.733, i, 0.4, 1220, 3.9%, 1.6, 5.6
- Cn1ccnc1SCC(=O)NC12CC3CC(CC(C3)C1)C2
  nt, i, 4.0, 1.08, 0.173, -0.0972, -14.4, nt, 6.7, -0.237, 820, -2.4, -0.424, i, 1.3, 1009, 1.6%, 2.1, 4.3
- c1ccc(Cc2nnc3sc(C4COc5ccccc5O4)nn23)cc1 (stereo not drawn)
  -1.6, i, 16.8, -0.05, -0.121, -0.975, -6.5, 726, 20.9, -0.119, 1141, 5.5, 0.755, i, -0.2, 1280, 4.4%, 2.9, 3.3

Complete entries from above. Screens in order: Lipid droplet	Autophagy HCS	WT yeast gro inh	Ins promoter up	Dynein transport nuclear GR-EGFP	Dynein transport	Autophagy HCS cell loss 18 h	Lipid droplet cells 6.5 µM	MT stabilize HCS cytotoxicity %	Dynein transport cytoplasmic EGFP	bCat nuc transl cell count 5 µM	WT yeast gro inh mutant strain	Dynein transport cell count	Yfh1-depleted yeast	bCat nuc transl	Ins promoter up cell count	HEK293 NOD2/NF-kB	MT stabilize HCS Hoechst-high %	MT stabilize HCS
O=C1C2C3C=CC(C3=C3CCCCC3)C2C(=O)N1c1ccccc1 (stereo not drawn) reads -4.1	i	9.3	-0.7	0.739	1.15	-8.8	704	4.8	-0.119	nt	2.6	-0.497	i	nt	1317	-16.3%	3.5	4.3
O=C(Nc1nc2ccccc2n1Cc1ccccc1)c1ccco1 reads -11.8	i	14.2	0.37	0.132	-0.0242	2.1	786	18.7	-0.277	1017	-15.8	-0.587	i	-0.6	1299	-5.9%	0.3	1.7
